# PhoP inhibition = PhoP-dependent GFP reporter repression – Salmonella Typhimurium, primary screen (AID 1863) | 300,000 compounds, 0.16% hits | S. Typhimurium PhoP-regulated promoter GFP reporter, 4 h; higher % means a stronger effect | one-dose inhibition, % at 50 µM; IC50 in µM for titrated hits;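 active = inhibition over 29.93%, a cutoff 3 SD above the screen mean, later confirmed by dose response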;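 also: 0% = low Mg2+ inducing control and 100% = high Mg2+ repressing control; strong numbers were not always called active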
# Siah-1 displacement = Siah-1 peptide-binding antagonists, primary screen, biochemical, fluorescence polarization, rhodamine-plectin, uHTS (AID 1817) | displacement, % at 20 µM; hits with a dose series show IC50 in µM | 290,000 compounds, 0.02% hits | Siah-1 / rhodamine-plectin peptide fluorescence polarization; higher % means a stronger effect;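 active = displacement of at least 50% at 20 µM, with a fluorescence ratio check between 0.3 and a set limit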;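 also: plate controls were Siah plus tracer with DMSO for no effect and tracer alone without Siah for full effect; strong numbers were not always called active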
# M17LAP inhibition = P. falciparum M17LAP inhibitors, primary screen, biochemical, fluorogenic H-Leu-NHMec substrate, 1536-well (AID 1619) | recombinant M17LAP, H-Leu-NHMec fluorogenic kinetic assay; higher % means a stronger effect | inhibition, % at 30 µM, or IC50 in µM where a hit was titrated | 220,000 compounds, 0.38% hits;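 active = compound inhibiting the enzyme by more than half at any dose during confirmatory dose-response retesting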;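 also: plate controls were full reaction with DMSO carrier for no effect and no enzyme background for full effect; strong numbers were not always called active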
# human PMI inhibitors = MPI inhibition at elevated mannose 6-phosphate – biochemical, fluorescence intensity, high mannose 6-phosphate, primary screen (AID 1220); recombinant PMI enzyme, coupled fluorescence intensity; higher % means a stronger effect; one-dose inhibition, % at 20 µM; IC50 in µM for titrated hits; 190,000 compounds, 0.66% hits; in the data active = inhibition above about 50%
# XIAP antagonists = small molecules displacing peptide from XIAP – biochemical, IAP family, fluorescence polarization (AID 1018) | XIAP BIR domain, fluorescence polarization peptide displacement; higher % means a stronger effect | displacement, % at 20 µM; hits with a dose series show IC50 in µM | 200,000 compounds, 0.007% hits; in the data active = displacement above about 50%; also: a part of the inactive calls stands beside numbers as strong as those of hits
# M1AAP inhibition = P. falciparum M1AAP inhibitors, biochemical, fluorogenic H-Leu-NHMec substrate, 1536-well (AID 1445); recombinant M1AAP, H-Leu-NHMec fluorogenic kinetic assay; higher % means a stronger effect; one-dose inhibition, % at 30 µM; IC50 in µM for titrated hits; 220,000 compounds, 0.42% hits;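 active = primary inhibition above the hit cutoff, then over 50% inhibition at one or more dose response concentrations, cut at about 23% in these data, passing the limit was not always enough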;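 also: plate controls were DMSO full reaction for no effect and no enzyme background for full effect; strong numbers were not always called active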
# ER stress rescue = rescue of cells from ER stress-induced death, primary screen, 384-well, CSM14.1, thapsigargin, ATP luminescence (AID 1222) | CSM14.1 thapsigargin-induced death rescue, ATP luminescence; higher % means a stronger effect | cellular ATP content (survival), % at 20 µM, or EC50 in µM where a hit was titrated | 190,000 tested, under 10 active;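 active = EC50 below 50 µM in the dose-response confirmation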;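 also: death triggered by thapsigargin at about 15 µM added after 2 h compound pretreatment; cell ATP read after overnight thapsigargin exposure of roughly 18 to 22 hours; normalized against plate controls of thapsigargin alone and 5% DMSO vehicle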
# West Nile virus CPE = West Nile virus antiviral activity, cell-based, CPE readout (AID 1621) | West Nile virus-infected cells, CPE inhibition; higher % means a stronger effect | CPE inhibition, % at 10 µM; hits with a dose series show IC50 in µM | 290,000 compounds, 0.02% hits; in the data active = a potency from the dose series; also: strong numbers were not always called active
# Yfh1-off respiration = enhancers of respiration in Yfh1-depleted yeast, dose response, Friedreich's ataxia, plus single-dose screen (AID 1465) | S. cerevisiae Yfh1-off respiration, WST-1 reduction, 72 h; higher fold induction means a stronger effect | fold induction at 50 µM; hits with a dose series show EC50 in µM | 220,000 compounds, 0.074% hits;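 active = fold induction of absorbance versus untreated yeast above a set limit, then at least 30% activation at any dose in follow-up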;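 also: activators that raise dye reduction in frataxin-depleted yeast; strong numbers were not always called active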
# Numbers without * were called inactive; i = inactive; · = not tested or not shown.
(1) COc1ccc(/C=N/NC(=O)OC(C)(C)C)cc1OC
(2) CCOc1ccccc1CN1CCN(Cc2cccc3nonc23)CC1CCO (stereo unspecified)
(3) COc1cc(N2C(=O)c3ccccc3C2=O)c(Cl)cc1C(=O)OCC(=O)N(C)C
(4) COc1ccc2c(CSc3nc4nc(C)cc(C)n4n3)cc(=O)oc2c1
(5) Cc1cccc(NC(=O)CN2C(=O)S/C(=C\c3cccn3-c3cccc(C(=O)O)c3)C2=O)c1
(6) COc1cc(/C=C(\NC(C)=O)C(=O)NC(C)(C)CC(C)(C)C)ccc1OC(C)=O

assay / compound,1,2,3,4,5,6
PhoP inhibition,11.0%,-8.6%,-3.9%,-6.4%,2.6%,-12.3%
Siah-1 displacement,2.3%,16.3%,4.5%,1.4%,-1.5%,2.6%
M17LAP inhibition,12.4%,-9.4%,-3.0%,10.7%,26.7%,2.9%
human PMI inhibitors,17.8%,·,0.1%,3.4%,-7.9%,8.2%
XIAP antagonists,-8.4%,-3.1%,-2.0%,-3.6%,-13.2%,-20.3%
M1AAP inhibition,6.9%,6.2%,5.2%,-3.5%,19.8%,-0.3%
ER stress rescue,-0.9%,0.8%,-0.5%,4.1%,3.0%,-2.5%
West Nile virus CPE,0.0%,-0.6%,1.0%,-0.5%,0.2%,-0.4%
Yfh1-off respiration,i,i,i,i,i,i

(7) CCc1ccc2c(c1)C1(NN=C(c3cccc4ccccc34)S1)C(=O)N2 (stereo unspecified)
(8) O=C(COc1ccc([N+](=O)[O-])cc1)N/N=C/c1cc([N+](=O)[O-])ccc1N1CCOCC1
(9) CCOC(=O)/C=C(\C)Nc1cc(C)nn1-c1ccccc1
(10) COCc1nnc(NC(=O)c2ccc(NC(=O)C(C)C)cc2)s1
(11) Cc1cc(C(=O)O)c(S(C)(=O)=O)s1
(12) COc1ccc2nc(NC(=O)CCc3nc(-c4ccccc4F)no3)sc2c1

assay / compound,7,8,9,10,11,12
PhoP inhibition,0.1%,2.8%,5.8%,1.5%,-4.4%,-1.6%
Siah-1 displacement,-6.0%,4.6%,-3.7%,0.4%,10.4%,7.6%
M17LAP inhibition,9.0%,10.3%,-5.5%,22.3%,-4.2%,-6.0%
human PMI inhibitors,18.6%,9.2%,-4.3%,-5.3%,-0.9%,3.5%
XIAP antagonists,-1.7%,0.1%,-2.5%,-1.4%,-0.4%,-4.0%
M1AAP inhibition,-4.7%,4.0%,2.2%,9.9%,1.7%,4.1%
ER stress rescue,-0.8%,-0.7%,-1.8%,-0.1%,-1.6%,0.8%
West Nile virus CPE,-0.1%,0.5%,-0.2%,0.7%,-0.2%,-0.1%
Yfh1-off respiration,i,i,i,i,i,i

(13) CC(=O)N1CCC(=NNc2ccnc3cc(Cl)ccc23)CC1
(14) Cc1ccc2nsnc2c1S(=O)(=O)NC1CC1
(15) CN(C)c1ccc(C(=O)OCC(=O)N2CCCCCC2)cc1
(16) O=C1/C(=C\c2ccc3c(c2)OCO3)CCC/C1=C/c1ccc2c(c1)OCO2
(17) CCn1c(CNc2ccc(OC)cc2)nnc1SCC(=O)Nc1ccc(F)cc1
(18) O=c1[nH]c(Cc2ccccn2)nc2scc(-c3ccccc3Cl)c12

assay / compound,13,14,15,16,17,18
PhoP inhibition,4.9%,3.6%,3.8%,-5.4%,-3.2%,1.6%
Siah-1 displacement,13.8%,-2.0%,4.7%,6.4%,3.5%,4.1%
M17LAP inhibition,34.0%,9.3%,20.1%,0.6%,12.3%,1.0%
human PMI inhibitors,-130.7%,-0.8%,-2.8%,-5.1%,6.7%,-108.0%
XIAP antagonists,-4.4%,-3.4%,-1.3%,-3.1%,-4.0%,-2.7%
M1AAP inhibition,-7.5%,7.0%,0.6%,9.8%,3.3%,-1.6%
ER stress rescue,-0.5%,0.0%,-1.2%,-1.7%,-3.4%,-0.2%
West Nile virus CPE,-1.2%,-0.2%,-0.5%,·,-0.2%,0.1%
Yfh1-off respiration,i,i,i,·,i,i

(19) Cc1cc(C)cc(NS(=O)(=O)c2ccc(NC(=O)C3CCCCC3C(=O)O)cc2)c1 (stereo unspecified)
(20) On1c(-c2ccc(Cl)cc2)nc2ccccc21
(21) CC(C)N(Cc1ccccc1)C(=O)COC(=O)c1cnccn1
(22) COc1cc(C(=O)NCC(=O)N/N=C/c2c(C)[nH]c3ccccc23)cc(OC)c1OC

assay / compound,19,20,21,22
PhoP inhibition,-15.1%,7.4%,3.0%,0.6%
Siah-1 displacement,2.1%,-3.4%,-0.8%,0.5%
M17LAP inhibition,21.3%,6.8%,-10.1%,2.7%
human PMI inhibitors,-0.2%,23.2%,-18.2%,·
XIAP antagonists,-15.2%,-6.6%,-10.6%,·
M1AAP inhibition,11.5%,1.5%,0.4%,9.6%
ER stress rescue,0.4%,-1.1%,1.1%,·
West Nile virus CPE,-0.2%,-1.5%,0.2%,0.1%
Yfh1-off respiration,i,i,i,i

# Structural class: the entries above with sulfur (ten)
(4) COc1ccc2c(CSc3nc4nc(C)cc(C)n4n3)cc(=O)oc2c1
(5) Cc1cccc(NC(=O)CN2C(=O)S/C(=C\c3cccn3-c3cccc(C(=O)O)c3)C2=O)c1
(7) CCc1ccc2c(c1)C1(NN=C(c3cccc4ccccc34)S1)C(=O)N2 (stereo unspecified)
(10) COCc1nnc(NC(=O)c2ccc(NC(=O)C(C)C)cc2)s1
(11) Cc1cc(C(=O)O)c(S(C)(=O)=O)s1
(12) COc1ccc2nc(NC(=O)CCc3nc(-c4ccccc4F)no3)sc2c1
(14) Cc1ccc2nsnc2c1S(=O)(=O)NC1CC1
(17) CCn1c(CNc2ccc(OC)cc2)nnc1SCC(=O)Nc1ccc(F)cc1

assay / compound,4,5,7,10,11,12,14,17
PhoP inhibition,-6.4%,2.6%,0.1%,1.5%,-4.4%,-1.6%,3.6%,-3.2%
Siah-1 displacement,1.4%,-1.5%,-6.0%,0.4%,10.4%,7.6%,-2.0%,3.5%
M17LAP inhibition,10.7%,26.7%,9.0%,22.3%,-4.2%,-6.0%,9.3%,12.3%
human PMI inhibitors,3.4%,-7.9%,18.6%,-5.3%,-0.9%,3.5%,-0.8%,6.7%
XIAP antagonists,-3.6%,-13.2%,-1.7%,-1.4%,-0.4%,-4.0%,-3.4%,-4.0%
M1AAP inhibition,-3.5%,19.8%,-4.7%,9.9%,1.7%,4.1%,7.0%,3.3%
ER stress rescue,4.1%,3.0%,-0.8%,-0.1%,-1.6%,0.8%,0.0%,-3.4%
West Nile virus CPE,-0.5%,0.2%,-0.1%,0.7%,-0.2%,-0.1%,-0.2%,-0.2%
Yfh1-off respiration,i,i,i,i,i,i,i,i

(18) O=c1[nH]c(Cc2ccccn2)nc2scc(-c3ccccc3Cl)c12
(19) Cc1cc(C)cc(NS(=O)(=O)c2ccc(NC(=O)C3CCCCC3C(=O)O)cc2)c1 (stereo unspecified)

assay / compound,18,19
PhoP inhibition,1.6%,-15.1%
Siah-1 displacement,4.1%,2.1%
M17LAP inhibition,1.0%,21.3%
human PMI inhibitors,-108.0%,-0.2%
XIAP antagonists,-2.7%,-15.2%
M1AAP inhibition,-1.6%,11.5%
ER stress rescue,-0.2%,0.4%
West Nile virus CPE,0.1%,-0.2%
Yfh1-off respiration,i,i

# Screens (PubChem)
